PAD4 inh = human PAD4 inhibitors, primary screen, biochemical, fluorescence polarization, 1536-well format; inhibition, % at 6.36 µM; 0.41% of 330,000 active; recombinant PAD4, RCA probe fluorescence polarization; Protein-arginine deiminase type-4 (Homo sapiens), Q9UM07;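 active = percent inhibition above a cutoff equal to the mean of all tested compounds plus 3 SD, cut at about 15% in these data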;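 also: 0% = PAD4 with RCA probe and DMSO and 100% = probe without PAD4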
Fam108B counter = mouse Fam108B serine hydrolase inhibitors, primary screen, counter-screen for RBBP9 inhibitor project, biochemical, fluorescence polarization. 0.33% of 300,000 active. recombinant Fam108B, FP-Rh probe fluorescence polarization. inhibition, % at 9.51 µM;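 active = inhibition above the screen mean inhibition plus 3 SD, computed separately per campaign, cut at about 18% in these data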;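 also: inhibitors lower polarization as less probe binds the enzyme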
BCLXL inh = inhibitors of human Bcl-xL, primary screen, biochemical, fluorescence polarization, HTS | Bcl-2-like protein 1 (Homo sapiens), Q07817 | GST-Bcl-xL / FITC-Bim BH3 peptide fluorescence polarization | inhibition, % at 10.9 µM | 0.7% of 320,000 active | AID 2129, 2009;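 active = inhibition above the mean of all tested compounds plus 3 SD, cutoff set per campaign, cut at about 30% in these data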;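 also: 0% = DMSO wells and 100% = unlabeled Bim-BH3 peptide competitor; inhibitors lower millipolarization by displacing the labeled peptide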
MCL1-BIM inh = inhibitors of MCL1 binding to BIM-BH3, primary screen, biochemical, fluorescence polarization | Induced myeloid leukemia cell differentiation protein Mcl-1 (Homo sapiens), Q07820 | GST-MCL1 / FITC-Bim-BH3 fluorescence polarization | inhibition, % at 10.9 µM | 0.68% of 320,000 active | AID 2057, 2009;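 active = inhibition above the mean inhibition of all tested compounds plus 3 SD, set per campaign, cut at about 40% in these data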;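 also: 0% = DMSO wells and 100% = unlabeled Bim-BH3 peptide control; higher means more loss of mP so more displacement of Bim peptide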
GSTO1 inh = inhibitors of recombinant GSTO1, primary screen, counter-screen for RBBP9 inhibitor project, biochemical, fluorescence polarization | Glutathione S-transferase omega-1 (Homo sapiens), P78417 | activity-based probe fluorescence polarization | inhibition, % at 5.96 µM | 1.1% of 300,000 active | AID 1974, 2009;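 active = inhibition above the campaign mean inhibition plus 3 SD, cut at about 35% in these data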;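 also: 0% = GSTO1-1 with DMSO and 100% = wells lacking GSTO1-1 enzyme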
Target sequence (P78417 whole entry, looked up): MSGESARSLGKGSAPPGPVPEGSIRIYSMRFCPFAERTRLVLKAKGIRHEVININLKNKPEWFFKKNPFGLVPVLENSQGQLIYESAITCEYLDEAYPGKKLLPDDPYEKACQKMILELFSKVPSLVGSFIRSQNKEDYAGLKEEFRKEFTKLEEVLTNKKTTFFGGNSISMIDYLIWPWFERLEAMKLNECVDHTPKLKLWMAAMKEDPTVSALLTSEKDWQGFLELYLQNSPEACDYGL
TPT1 inhibitor = Candida albicans TPT1 enzyme inhibitors, primary screen, biochemical, fluorescence polarization | 0.81% of 300,000 active | inhibition, % at 5 µM | recombinant caTPT1, FP RNA substrate dephosphorylation | AID 1962, 2009;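 active = inhibition above the mean of all tested compounds plus 3 SD, set per screening campaign, cut at about 24% in these data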;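 also: plate controls were DMSO alone for no effect and ferristatin control at 100 nM for full effect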
PME-1 inh = PME-1 inhibitors via competitive probe labeling, primary screen, biochemical, fluorescence polarization, FP-Rh probe, HTS; recombinant PME-1; inhibition, % at 5.9 µM; 0.53% of 320,000 active; AID 2130, 2009;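 active = inhibition above the campaign mean of all compounds plus 3 SD, cut at about 26% in these data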;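 also: competitive labeling of PME-1 active site by serine hydrolase directed probe; 0% = PME-1 with DMSO and 100% = wells lacking PME-1 enzyme; inhibitors block probe labeling so polarization falls and inhibition rises; many of its hits are not listed in these tables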
Target sequence (Q9Y570 whole entry, looked up): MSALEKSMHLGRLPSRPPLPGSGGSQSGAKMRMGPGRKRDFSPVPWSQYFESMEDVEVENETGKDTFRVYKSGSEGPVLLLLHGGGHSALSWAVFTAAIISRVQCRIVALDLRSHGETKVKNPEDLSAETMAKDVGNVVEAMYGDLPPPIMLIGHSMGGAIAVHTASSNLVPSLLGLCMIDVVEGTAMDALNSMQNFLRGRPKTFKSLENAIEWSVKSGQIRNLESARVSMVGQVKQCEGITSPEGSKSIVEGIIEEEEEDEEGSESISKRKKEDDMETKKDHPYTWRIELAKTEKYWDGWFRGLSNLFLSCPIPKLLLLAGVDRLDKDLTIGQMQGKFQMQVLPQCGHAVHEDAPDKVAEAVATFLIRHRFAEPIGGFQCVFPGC
MEX-5 binding = MEX-5 zinc finger RNA-binding disruptors – biochemical, C. elegans, fluorescence polarization, MLPCN library, primary screen; Zinc finger protein mex-5 (Caenorhabditis elegans), Q9XUB2; MEX-5/FITC-TCR2 RNA binding; hits give low values; 0.38% of 300,000 active; activity score (negative = inhibition of binding), % at 10 µM;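 active = inhibition past about -25% in most replicates, and total fluorescence under double the plate's negative control median, limit read from the data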;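 also: 0% = DMSO and -100% = 5 µM competing unlabeled TCR2 RNA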
GLD-1 TGE inh = GLD-1/TGE RNA complex disruptors, primary screen, biochemical, fluorescence polarization; AID 2280, 2010; Female germline-specific tumor suppressor gld-1 (Caenorhabditis elegans), Q17339; inhibition, % at 5.96 µM; purified GLD-1 + fluorescein TGE RNA; 0.44% of 320,000 active;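 active = percent inhibition above a per-plate cutoff, the plate mean of test compounds plus 3 SD, cut at about 30% in these data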;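 also: 0% = DMSO wells with GLD-1 and probe and 100% = wells lacking GLD-1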
Target sequence (Q17339 whole entry, looked up): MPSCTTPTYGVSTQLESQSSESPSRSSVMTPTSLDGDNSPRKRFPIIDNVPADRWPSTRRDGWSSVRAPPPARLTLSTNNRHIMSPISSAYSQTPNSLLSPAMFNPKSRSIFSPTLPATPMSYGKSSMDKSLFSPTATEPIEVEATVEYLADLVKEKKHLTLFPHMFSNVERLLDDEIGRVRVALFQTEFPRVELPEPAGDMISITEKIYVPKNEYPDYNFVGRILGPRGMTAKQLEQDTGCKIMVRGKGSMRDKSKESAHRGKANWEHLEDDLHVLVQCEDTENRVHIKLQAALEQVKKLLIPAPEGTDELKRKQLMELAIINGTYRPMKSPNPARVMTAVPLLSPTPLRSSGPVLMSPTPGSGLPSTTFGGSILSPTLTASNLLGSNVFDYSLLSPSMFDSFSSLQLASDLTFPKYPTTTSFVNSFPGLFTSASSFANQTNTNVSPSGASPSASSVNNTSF
Active calls of the source: *.

For CC(=O)C1=C(C)NC(SCC(=O)c2ccc(C)cc2)=C(C#N)C1c1ccco1 (configuration not stated) the results were PAD4 inh -3, Fam108B counter 6, BCLXL inh 0, MCL1-BIM inh -1, GSTO1 inh 9, TPT1 inhibitor 10, PME-1 inh 5, MEX-5 binding -2.3 and GLD-1 TGE inh -4.
N#CC(c1ccc(Cl)cc1)c1ccc2c(C(F)(F)F)cc(C(F)(F)F)nc2n1 (configuration not stated) was read as PAD4 inh -6, Fam108B counter 10, BCLXL inh 3, MCL1-BIM inh 7, GSTO1 inh 24, TPT1 inhibitor -2, PME-1 inh 6, MEX-5 binding 0.8 and GLD-1 TGE inh 8.
O=C(O)C(Cc1ccccc1)NS(=O)(=O)c1ccc(Cl)cc1 (configuration not stated) was read as PAD4 inh -3, Fam108B counter -3, BCLXL inh -2, MCL1-BIM inh -7, GSTO1 inh 0, TPT1 inhibitor 0, PME-1 inh 2, MEX-5 binding -0.8 and GLD-1 TGE inh -10.
`CCOC(=O)c1cc2c(C)nn(-c3ccccc3)c2s1` gave PAD4 inh -2, Fam108B counter 1, BCLXL inh 3, MCL1-BIM inh 0, GSTO1 inh 8, TPT1 inhibitor -2, PME-1 inh 5, MEX-5 binding 2.7 and GLD-1 TGE inh -7.
For O=C(c1ccc(CNS(=O)(=O)c2cccc(Cl)c2)cc1)N1CCCC1 the results were PAD4 inh -4, Fam108B counter -3, BCLXL inh -6, MCL1-BIM inh -1, GSTO1 inh 2, TPT1 inhibitor 1, PME-1 inh -3, MEX-5 binding 1.1 and GLD-1 TGE inh -4.
O=c1[nH]c(NCCO)nnc1Cc1ccccc1 was read as PAD4 inh 3, Fam108B counter -2, BCLXL inh -2, MCL1-BIM inh -1, GSTO1 inh 1, TPT1 inhibitor 6, PME-1 inh -4, MEX-5 binding -1.1 and GLD-1 TGE inh 4.
For CCOC(=O)C1(Cc2cccc(OC)c2)CCN(Cc2ccc3c(c2)OCCO3)CC1 the results were PAD4 inh 2, Fam108B counter -2, BCLXL inh -1, MCL1-BIM inh -4, GSTO1 inh 2, TPT1 inhibitor 1, PME-1 inh 1, MEX-5 binding 3.0 and GLD-1 TGE inh 6.
For Cc1ccc(NC(=S)Nc2ccc(S(=O)(=O)N3CCOCC3)cc2)cc1S(=O)(=O)N1CCOCC1 the results were PAD4 inh -3, Fam108B counter 1, BCLXL inh 6, MCL1-BIM inh 2, GSTO1 inh -25, TPT1 inhibitor 0, PME-1 inh -2, MEX-5 binding -0.8 and GLD-1 TGE inh -7.
For COC(=O)C1=C(C)N(CCCC(=O)O)C(=O)NC1c1ccc(-c2ccccc2)cc1 (configuration not stated) the results were PAD4 inh 0, Fam108B counter 2, BCLXL inh 2, MCL1-BIM inh 0, GSTO1 inh -3, TPT1 inhibitor 1, PME-1 inh -6, MEX-5 binding -4.1 and GLD-1 TGE inh 1.
COc1cc2[nH]c(=O)n(CCC(=O)NCCC(C)C)c(=O)c2cc1OC was read as PAD4 inh 3, Fam108B counter -3, BCLXL inh 6, MCL1-BIM inh 14, GSTO1 inh 0, TPT1 inhibitor -2, PME-1 inh -5, MEX-5 binding 0.8 and GLD-1 TGE inh 0.
COc1ccc(-c2c[n+](CC(=O)c3cccs3)c3n2CCC3)cc1 was read as PAD4 inh 0, Fam108B counter -2, BCLXL inh 5, MCL1-BIM inh 0, GSTO1 inh 4, TPT1 inhibitor 0, PME-1 inh -1, MEX-5 binding -1.8 and GLD-1 TGE inh 4.
Screening CC(=O)Nc1ccnn1C1CCN(C(=O)c2cccc(C)c2C)CC1 returned PAD4 inh 3, Fam108B counter 0, BCLXL inh 5, MCL1-BIM inh 1, GSTO1 inh -6, TPT1 inhibitor 1, PME-1 inh -8, MEX-5 binding 2.7 and GLD-1 TGE inh 2.
For NC(=O)COC(=O)c1ccccc1SCC(=O)NC1CCCCCC1 the results were PAD4 inh -1, Fam108B counter 1, BCLXL inh 0, MCL1-BIM inh 10, GSTO1 inh -4, TPT1 inhibitor 2, PME-1 inh -4, MEX-5 binding -4.3 and GLD-1 TGE inh -4.
For COc1cccc(/C=N/Nc2ncnc3c2[nH]c2ccc(C)cc23)c1OC the results were PAD4 inh 0, Fam108B counter 3, BCLXL inh 2, MCL1-BIM inh 5, GSTO1 inh 37*, TPT1 inhibitor 3, PME-1 inh 11, MEX-5 binding 0.1 and GLD-1 TGE inh -5.
Screening CC(CCc1ccccc1)NCC(O)c1cccc([N+](=O)[O-])c1 (configuration not stated) returned PAD4 inh -2, Fam108B counter 3, BCLXL inh 2, MCL1-BIM inh 9, GSTO1 inh 7, TPT1 inhibitor -1, PME-1 inh 1, MEX-5 binding 1.6 and GLD-1 TGE inh -3.
For COc1cccc(C=Nc2cccnc2)c1O the results were PAD4 inh 4, Fam108B counter 0, BCLXL inh 5, MCL1-BIM inh 4, GSTO1 inh 5, TPT1 inhibitor -4, PME-1 inh -4, MEX-5 binding -0.7 and GLD-1 TGE inh 7.
`Cc1nc(CNS(=O)(=O)c2cccnc2)cs1` gave PAD4 inh 4, Fam108B counter 0, BCLXL inh 3, MCL1-BIM inh 2, GSTO1 inh 7, TPT1 inhibitor 2, PME-1 inh -3, MEX-5 binding 2.7 and GLD-1 TGE inh 1.
O=C(Nc1ccccc1C(=O)N1CCCC1)c1ccc(Cl)c([N+](=O)[O-])c1 was read as PAD4 inh 4, Fam108B counter 0, BCLXL inh 6, MCL1-BIM inh 11, GSTO1 inh 4, TPT1 inhibitor 0, PME-1 inh 3, MEX-5 binding -0.8 and GLD-1 TGE inh 9.
For Cc1cc2c(=O)[nH]cnc2s1 the results were PAD4 inh -1, Fam108B counter -1, BCLXL inh -3, MCL1-BIM inh -4, GSTO1 inh -2, TPT1 inhibitor -1, PME-1 inh 6, MEX-5 binding 1.3 and GLD-1 TGE inh 6.
CCOC(=O)N/N=C/c1cc(C)n(-c2ccccc2)c1C was read as PAD4 inh -3, Fam108B counter 2, BCLXL inh 1, MCL1-BIM inh -2, GSTO1 inh 5, TPT1 inhibitor -1, PME-1 inh 0, MEX-5 binding -2.3 and GLD-1 TGE inh 8.
`CCOC(=O)c1c(NC(=O)CSc2c[nH]c3ccccc23)sc2c1CCCC2` gave PAD4 inh 1, Fam108B counter -5, BCLXL inh -1, MCL1-BIM inh 0, GSTO1 inh -3, TPT1 inhibitor 3, PME-1 inh -12, MEX-5 binding 2.5 and GLD-1 TGE inh 7.
For Cc1ccc(C)c(N2CCN(CCN3CCCCC3)CC2)c1 the results were PAD4 inh 1, Fam108B counter -4, BCLXL inh 0, MCL1-BIM inh -7, GSTO1 inh -15, TPT1 inhibitor 1, PME-1 inh -3, MEX-5 binding -0.5 and GLD-1 TGE inh -2.
Screening Cc1csc(SCCn2c(N3CCOCC3)nc3c2c(=O)[nH]c(=O)n3C)n1 returned PAD4 inh 1, Fam108B counter 2, BCLXL inh -1, MCL1-BIM inh -4, GSTO1 inh 1, TPT1 inhibitor 2, PME-1 inh -4, MEX-5 binding 1.2 and GLD-1 TGE inh 9.
Screening COc1ccc(NC(=S)c2ccncc2)cc1 returned PAD4 inh -1, Fam108B counter 6, BCLXL inh 6, MCL1-BIM inh 2, GSTO1 inh 4, TPT1 inhibitor 2, PME-1 inh -2, MEX-5 binding 0.4 and GLD-1 TGE inh -6.
`CC(C)C[C@@H](COc1ccccc1)N1CCN(C)CCC1=O` gave PAD4 inh -1, Fam108B counter 0, BCLXL inh -3, MCL1-BIM inh 2, GSTO1 inh 4, TPT1 inhibitor -3, PME-1 inh -3, MEX-5 binding -3.8 and GLD-1 TGE inh 3.
Screening CC(=O)NC12CC3CC(C1)CC(C(=O)Oc1ccc(N(C)S(=O)(=O)c4cc(C)ccc4C)cc1)(C3)C2 returned PAD4 inh -6, Fam108B counter -7, BCLXL inh 0, MCL1-BIM inh -9, GSTO1 inh -17, TPT1 inhibitor -3, PME-1 inh -8, MEX-5 binding -2.3 and GLD-1 TGE inh 3.
COc1ccccc1C1C(C#N)=C(N)Oc2c1oc(CO)cc2=O (configuration not stated) was read as PAD4 inh 2, Fam108B counter -4, BCLXL inh 4, MCL1-BIM inh 8, GSTO1 inh -6, TPT1 inhibitor -2, PME-1 inh 2, MEX-5 binding -5.6 and GLD-1 TGE inh 5.
COc1cccc(C2=NOC(C(=O)N3CCc4ccccc4C3)C2)c1 (configuration not stated) was read as PAD4 inh 1, Fam108B counter 3, BCLXL inh -3, MCL1-BIM inh -2, GSTO1 inh 7, TPT1 inhibitor 6, PME-1 inh 9, MEX-5 binding -1.5 and GLD-1 TGE inh 4.
`COc1cc(C(=O)NCC(=O)NCCSc2ccc(Br)cc2)cc(OC)c1OC` gave PAD4 inh 0, Fam108B counter -1, BCLXL inh 0, MCL1-BIM inh -3, GSTO1 inh 0, TPT1 inhibitor 0, PME-1 inh -2, MEX-5 binding 1.4 and GLD-1 TGE inh 4.
CCN(CC(=O)NCc1ccc(F)cc1)C(=O)/C=C/c1cccs1 was read as PAD4 inh 2, Fam108B counter 2, BCLXL inh 0, MCL1-BIM inh 1, GSTO1 inh -3, TPT1 inhibitor -3, PME-1 inh 3, MEX-5 binding 3.0 and GLD-1 TGE inh 2.
Screening C/C=C\C=C/C(=O)Nc1cccc(C2=NOC3(C2)C[C@@H](C(N)=O)N(C(=O)c2ccccc2)C3)c1 (some centres not stated) returned PAD4 inh -9, Fam108B counter -2, BCLXL inh 4, MCL1-BIM inh -3, GSTO1 inh -4, TPT1 inhibitor 1, PME-1 inh -4, MEX-5 binding -0.9 and GLD-1 TGE inh -6.
CN(C)S(=O)(=O)c1ccc(C(=O)Nc2ccn(C)n2)cc1 was read as PAD4 inh 4, Fam108B counter 1, BCLXL inh -1, MCL1-BIM inh -19, GSTO1 inh 2, TPT1 inhibitor -1, PME-1 inh -4, MEX-5 binding -1.3 and GLD-1 TGE inh 5.
Screening N#C/C(=C(/O)COC(=O)c1ccc(O)cc1)c1nc2ccccc2[nH]1 returned PAD4 inh -1, Fam108B counter 6, BCLXL inh -3, MCL1-BIM inh 3, GSTO1 inh 19, TPT1 inhibitor 8, PME-1 inh 8, MEX-5 binding 1.8 and GLD-1 TGE inh 9.

Structures listed so far that contain a COOH group, in the order listed:
O=C(O)C(Cc1ccccc1)NS(=O)(=O)c1ccc(Cl)cc1 (configuration not stated) was read as PAD4 inh -3, Fam108B counter -3, BCLXL inh -2, MCL1-BIM inh -7, GSTO1 inh 0, TPT1 inhibitor 0, PME-1 inh 2, MEX-5 binding -0.8 and GLD-1 TGE inh -10.
For COC(=O)C1=C(C)N(CCCC(=O)O)C(=O)NC1c1ccc(-c2ccccc2)cc1 (configuration not stated) the results were PAD4 inh 0, Fam108B counter 2, BCLXL inh 2, MCL1-BIM inh 0, GSTO1 inh -3, TPT1 inhibitor 1, PME-1 inh -6, MEX-5 binding -4.1 and GLD-1 TGE inh 1.

Assay outcomes deposited in PubChem by several laboratories.

These rows are one share of the data; rates above refer to the full screens.
